Screening results: PubChem, several laboratories
ssDAF12 agonist: S. stercoralis DAF-12 activation, primary screen; HEK293 ssDAF-12/GRIP1 lit1-tk-luc reporter, luminescence; % of 3 µM dafachronic acid response; activation, % at 6.8 µM; actives 1% (n = 370,000); AID 652126;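 active = activation above the mean over all tested compounds plus 3 SD, cut at about 0.9% in these data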;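 note: 0% = DMSO-only wells and 100% = 3 µM delta7-dafachronic acid wells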
sPLA2-III inh: Inhibits HGIII-sPLA2 liposome hydrolysis, primary screen; Q9NZ20; QFRET BODIPY PC-A2 liposome hydrolysis, fluorescence; inhibition, % at 12.2 µM; actives 0.56% (n = 370,000);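 active = inhibition above mean plus 3 SD of compounds lying within the high and low control bounds, cut at about 19% in these data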;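 note: 0% = median of test compound wells and 100% = no enzyme DMSO wells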
NPR2 activator: GC-B (human) receptor activation | P20594 | HEK293-GC-B cells, CNP EC30, cGMP TR-FRET; 0% at EC30 CNP, 100% saturating CNP | activation, % at 10 µM | actives 0.11% (n = 370,000);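 active = activation at 10 µM reaching about 35% in either raw or pattern-adjusted values, limit read from the data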
Target sequence (P20594 whole entry, looked up): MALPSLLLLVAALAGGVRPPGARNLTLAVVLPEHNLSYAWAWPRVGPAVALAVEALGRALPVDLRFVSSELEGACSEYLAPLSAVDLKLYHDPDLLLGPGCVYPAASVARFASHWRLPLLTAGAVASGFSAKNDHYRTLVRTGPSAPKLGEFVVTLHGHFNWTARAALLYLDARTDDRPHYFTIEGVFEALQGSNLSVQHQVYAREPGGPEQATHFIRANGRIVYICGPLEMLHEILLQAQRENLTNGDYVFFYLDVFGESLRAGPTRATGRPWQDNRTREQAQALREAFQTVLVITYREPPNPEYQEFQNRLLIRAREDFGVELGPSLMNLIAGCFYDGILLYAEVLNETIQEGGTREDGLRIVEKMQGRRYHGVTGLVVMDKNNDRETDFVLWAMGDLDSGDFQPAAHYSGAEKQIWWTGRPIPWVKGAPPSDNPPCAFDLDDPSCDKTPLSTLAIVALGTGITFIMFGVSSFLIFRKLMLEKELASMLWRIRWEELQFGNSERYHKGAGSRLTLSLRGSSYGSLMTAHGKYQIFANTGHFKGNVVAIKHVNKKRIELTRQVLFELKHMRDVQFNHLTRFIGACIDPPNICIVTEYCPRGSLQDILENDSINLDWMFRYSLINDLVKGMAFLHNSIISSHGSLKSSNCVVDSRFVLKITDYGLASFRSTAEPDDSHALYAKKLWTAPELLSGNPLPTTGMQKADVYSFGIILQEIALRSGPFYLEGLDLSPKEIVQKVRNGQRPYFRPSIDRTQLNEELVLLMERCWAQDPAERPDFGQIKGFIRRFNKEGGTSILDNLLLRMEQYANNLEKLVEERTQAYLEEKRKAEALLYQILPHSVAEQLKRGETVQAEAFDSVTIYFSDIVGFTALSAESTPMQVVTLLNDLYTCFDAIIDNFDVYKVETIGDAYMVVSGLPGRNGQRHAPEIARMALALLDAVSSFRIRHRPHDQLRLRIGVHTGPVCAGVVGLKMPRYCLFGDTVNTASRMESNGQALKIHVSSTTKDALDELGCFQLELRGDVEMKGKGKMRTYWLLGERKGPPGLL
NPR1 activator: GC-A (human) enzyme activation. P16066. HEK293 GC-A cells, cGMP TR-FRET, EC30 ANP; 0% at EC30 ANP, 100% saturating ANP. activation, % at 10 µM. actives 0.14% (n = 370,000). AID 1671463; in the data active = activation above about 40%
DAX1 inh-1: NR0B1 (DAX1) inhibition. actives 0.99% (n = 340,000). P51843. inhibition, % at 6.75 µM. AID 504766. HEK293 Gal4-DAX1 luciferase reporter, luminescence;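 active = inhibition above the mean over all tested compounds plus 3 SD, cut at about 4.2% in these data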;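 note: 0% = DAX1-transfected cells with DMSO and 100% = empty-vector control cells with DMSO; inhibition shows as a rise in luminescence from relieved DAX1 repression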
GAA850 FXN act: increases GAA850 frataxin promoter reporter activity. HEK293 lucGAA850 FXN promoter luciferase reporter, 24 h; percent of 10 µM SAHA response. activation, % at 6 µM. actives 0.56% (n = 360,000). AID 540364;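 active = activation above the average of all compounds screened plus 3 SD, cutoff fixed separately per campaign, cut at about 7.5% in these data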;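 note: 0% = DMSO wells and 100% = 10 µM SAHA wells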
SMARCA2 activ: SMARCA2 function activation, primary screen. MG213 cells, MMTV-luciferase reporter, dexamethasone, overnight. activation, % at 9.1 µM. actives 1% (n = 370,000). AID 652017; in the data active = activation above about 7.8%;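 note: 0% = vehicle wells and 100% = reference activator wells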
hgDAF-12 ag: agonists of H. glycines DAF-12 nuclear receptor. HEK293 GAL4-hgDAF12 UAS-luciferase reporter, agonist luminescence; normalized to butyrate control. AID 687014. actives 1.8% (n = 370,000). activation, % at 6.8 µM;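 active = activation above a cutoff set at the mean of all screened compounds plus 3 SD, cut at about 10% in these data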;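 note: 0% = DMSO wells and 100% = sodium butyrate wells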
ADAM10 inh: ADAM10 inhibition, QFRET primary screen; recombinant ADAM10, EDANS/DABCYL FRET peptide cleavage, 3 h; inhibition, % at 7 µM; actives 0.62% (n = 370,000); AID 720582;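 active = inhibition above a per-campaign cutoff equal to the mean of compounds falling between control-based bounds plus 3 SD, cut at about 20% in these data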;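 note: 0% = DMSO wells while the 100% control is not disclosed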
DAX1 inh-2: DAX1 (NR0B1) inhibition, primary screen; HEK293T StAR-luciferase reporter, SF-1/DAX-1 repression relief; inhibition, % at 6.8 µM; actives 1.1% (n = 370,000); AID 652010;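 active = inhibition above the mean over all tested compounds plus 3 SD, cut at about 3.6% in these data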;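 note: 0% = DAX-1 cells with DMSO and 100% = cells lacking DAX-1 with DMSO; higher inhibition means more luminescence from relief of DAX-1 repression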
hcDAF12 agonist: activates DAF-12 receptor from parasite H. contortus; HEK293 hcDAF-12 lit1-tk-luc reporter, luminescence; 0% DMSO, 100% Δ7-dafachronic acid; activation, % at 6.8 µM; actives 1.4% (n = 370,000); AID 652067;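 active = activation above the mean of all tested compounds plus 3 SD, cut at about 5.5% in these data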;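 note: 100% = response to 3 µM Δ7-dafachronic acid high control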
An asterisk follows results filed as active; i = inactive; / = not tested or not shown.

SMILES | ssDAF12 agonist | sPLA2-III inh | NPR2 activator | NPR1 activator | DAX1 inh-1 | GAA850 FXN act | SMARCA2 activ | hgDAF-12 ag | ADAM10 inh | DAX1 inh-2 | hcDAF12 agonist
Cc1ccc([C@H]2N[C@]3(CCCN(Cc4ccc(C(F)(F)F)cc4)C3=O)[C@H]3C(=O)N(C)C(=O)[C@@H]23)cc1 | -0.8 | -2 | 0 | 8 | 0.9 | -2.1 | 2 | -0.7 | 0 | -0.4 | 0.4
Cc1cc2c(c(=O)o1)[C@@]1(C(=O)N(C)c3cccc(Br)c31)C1=C(CCCC1=O)O2 | -0.7 | 10 | -2 | -8 | / | / | -8 | 1.0 | -7 | 0.0 | 0.8
CN1C(=O)/C(=C/c2ccc(O)c([N+](=O)[O-])c2)N(C)C1=S | -1.1 | -1 | 8 | 28 | 4.2* | -0.1 | 1 | 3.5 | 6 | 0.6 | 0.2
CC(=O)Oc1ccc(C(=O)[C@H]2[C@H]3C(=O)N(c4ccccc4)C(=O)[C@H]3[C@@H]3C=CC=NN32)cc1 | -0.5 | 8 | -2 | -3 | 3.2 | 1.2 | -1 | 1.9 | -29 | 0.3 | 8.1*
C#CCNC(=O)C1=C[C@H](c2ccc(Br)cc2)C[C@H](OCCCCO)O1 | -1.2 | 4 | -1 | 0 | 0.0 | 0.8 | 1 | -1.1 | -18 | 0.0 | 1.0
O=C(OCCCOC(=O)c1ccc(Br)o1)c1ccc(Br)o1 | -0.4 | 5 | -7 | -2 | -1.2 | -0.8 | -2 | -0.1 | -16 | 0.8 | -1.8
Cc1cccc(C(=O)N=c2sccn2C)c1[N+](=O)[O-] | 0.5 | 2 | -4 | 3 | 1.2 | 4.2 | 3 | 11* | -1 | 4.5* | -0.2
NC(=O)C1CCN(C(=O)c2ccc(Oc3cc(Cl)cc(Cl)c3)o2)CC1 | -1.4 | -1 | 0 | 5 | 0.6 | 2.4 | -3 | -0.6 | -10 | 0.6 | 0.5
COc1ccccc1OCCNC(=O)Cc1ccc(Cl)c(Cl)c1 | -0.8 | 3 | -1 | 0 | -0.2 | -0.7 | -4 | 0.4 | 4 | -0.6 | 0.1
COC(=O)[C@H](CC(C)C)N(CCc1cn(Cc2ccccc2)nn1)S(=O)(=O)c1ccccc1Br | -0.7 | -18 | 6 | -1 | / | / | 0 | -3.2 | 14 | -1.0 | -2.4
CCCCCCC(C)NC(=S)Nc1cc(S(=O)(=O)N(C)C)ccc1C (centres undefined) | -1.7 | -17 | 4 | -3 | -2.6 | -1.8 | -2 | 0.8 | 5 | -0.7 | -1.7
Cc1cc2c(cc1S(=O)(=O)NCc1ccccc1)n(C)c(=O)c(=O)n2C | -0.9 | -3 | -1 | 4 | 1.2 | -0.2 | 1 | -2.6 | -70 | -0.1 | 0.4
CCCOc1ccc(NC(=O)C2CC(=O)N(C)C(=Nc3cccc(OC)c3)S2)cc1 (centres undefined) | -1.0 | -2 | 4 | -4 | -0.8 | -2.6 | -1 | -2.4 | -6 | -0.2 | -1.0
COc1ccc(C(=O)NC2CC2)cc1OC1CCN(Cc2ccccc2)CC1 | -1.2 | -4 | -3 | -4 | 0.3 | 1.2 | -2 | -1.6 | 4 | 2.2 | -1.4
CS(=O)(=O)N(Cc1ccc(Cl)cc1)c1ccc(C(=O)N2CCN(c3ccccc3)CC2)cc1 | -1.7 | -18 | -2 | -4 | -0.1 | 1.2 | -4 | -1.7 | 15 | -1.3 | -1.0
Cc1cccc(N(CC(=O)N2CCCC2)S(C)(=O)=O)c1C | -1.5 | 6 | 0 | 2 | 0.9 | -1.4 | -2 | -1.8 | -4 | -0.4 | -0.6
Cc1ccccc1C(=O)N1CCC(C(=O)Nc2nccs2)CC1 | -1.6 | 0 | 0 | -2 | 1.5 | -1.0 | -1 | -0.5 | -8 | -0.2 | -0.4
Cc1ccc(CN2CCN(C(=O)/C=C/[C@H]3O[C@@H](n4cc(C)c(=O)[nH]c4=O)C[C@@H]3O)CC2)cc1 | -1.6 | -4 | -2 | -1 | / | / | -1 | 0.9 | 0 | -0.9 | 0.3
C=CCn1c(SCC(=O)c2ccc(O)c(O)c2)nnc1-c1cccnc1 | -1.4 | 1 | 2 | -5 | 0.3 | 0.7 | -4 | -1.3 | -1 | -0.3 | -1.2
COc1ccc(-c2c(NC(=O)c3ccco3)n(-c3ccc(C)cc3)nc(C)c2=O)cc1 | -1.2 | -2 | 5 | 2 | / | 0.5 | -4 | -0.1 | -3 | 0.3 | 2.9
Nn1c(SCc2ccc(Br)cc2)nnc1-c1ccccn1 | -1.4 | -2 | 2 | 2 | -0.2 | 1.1 | -2 | 2.2 | 1 | 0.9 | -1.5
CN(C)C(=O)COc1ccc2c(-c3ccccc3)cc(=O)oc2c1 | -0.7 | 4 | 0 | 0 | -0.4 | 0.5 | -3 | -1.2 | -2 | -0.6 | -0.4
O=c1[nH]c(CCl)nc2cc(-c3ccc(Cl)cc3)sc12 | 1.5* | -3 | -10 | 4 | -1.6 | -1.2 | 6 | 13* | -2 | 2.5 | 7.5*
CCOC(=O)c1cccc(NC(=O)CN(C)S(=O)(=O)c2cnc[nH]2)c1 | -0.9 | -10 | 1 | 2 | 0.0 | 0.3 | 1 | 0.6 | -11 | -0.1 | -0.5
CCOc1ccc(C(C)NC(=O)c2cc(=O)[nH]c3ccccc23)cc1OCC (centres undefined) | -0.8 | 2 | 1 | 1 | -0.6 | 1.0 | -2 | 0.9 | -3 | -0.2 | -1.5

3 entries out of the list above, sorted by their value in SMARCA2 activ, falling.
molecule	ssDAF12 agonist	sPLA2-III inh	NPR2 activator	NPR1 activator	DAX1 inh-1	SMARCA2 activ	ADAM10 inh	DAX1 inh-2	hcDAF12 agonist
O=c1[nH]c(CCl)nc2cc(-c3ccc(Cl)cc3)sc12	1.5*	-3	-10	4	-1.6	6	-2	2.5	7.5*
Cc1cccc(C(=O)N=c2sccn2C)c1[N+](=O)[O-]	0.5	2	-4	3	1.2	3	-1	4.5*	-0.2
O=C(OCCCOC(=O)c1ccc(Br)o1)c1ccc(Br)o1	-0.4	5	-7	-2	-1.2	-2	-16	0.8	-1.8

Following part
SMILES | ssDAF12 agonist | sPLA2-III inh | NPR2 activator | NPR1 activator | DAX1 inh-1 | GAA850 FXN act | SMARCA2 activ | hgDAF-12 ag | ADAM10 inh | DAX1 inh-2 | hcDAF12 agonist
CC(C)c1nc2sc3c(c2c(=O)[nH]1)CC(C)(C)OC3 | -1.1 | 15 | 1 | 4 | 0.8 | -2.4 | -4 | -0.8 | 5 | -0.3 | -0.7
NC(=O)CCCn1c(C(=O)c2cc(Cl)c(N)c(Cl)c2)c2ccc([N+](=O)[O-])cc2[n+]1[O-] | -0.6 | -11 | 58* | -6 | -3.0 | 1.6 | 3 | -7.1 | -1 | -1.4 | -2.2
CN1CCN(C(=O)c2cc3c(c(-c4cccc(-c5cc6ccccc6o5)c4)n2)[C@@H](CCO)N(S(=O)C(C)(C)C)C3)CC1 (some centres undefined) | -1.3 | -9 | 13 | 17 | / | / | 5 | 7.6 | -4 | -0.5 | -1.9
COc1ccc(C(C(=O)NC2CCCCC2)N(C(=O)c2ccccn2)c2cccnc2)c(OC)c1 (centres undefined) | -1.1 | -2 | 0 | -5 | 1.2 | 0.8 | -1 | 0.6 | -7 | 0.2 | 1.8
O=C(NCC(=O)N(c1cccc(F)c1)C(C(=O)NC1CCCC1)c1cccnc1)c1cccs1 (centres undefined) | -1.4 | 6 | 0 | -3 | -1.2 | 1.1 | -6 | 0.8 | -11 | 0.5 | -0.9
CC(O)(c1ccc(F)c(F)c1)c1nc(-c2ccc3ccccc3c2)cs1 (centres undefined) | -0.7 | -28 | -7 | -2 | / | 1.1 | -3 | 2.9 | 44* | -1.0 | -2.3
CCCCCn1c(CNC(C)=O)nc2ccccc21 | -0.8 | 9 | -6 | 1 | -1.0 | 0.1 | -3 | -2.8 | -3 | -0.3 | -0.4
CCN(CCCn1c(SCC#N)nc2ccccc2c1=O)c1ccccc1 | -1.6 | -2 | 5 | -6 | -0.6 | 0.7 | -1 | 2.3 | -2 | -0.4 | -2.4
O=C(Nc1cc(Cl)ccc1O)C1CC(c2ccccc2O)=NO1 (centres undefined) | 0.2 | -53 | 6 | -2 | 0.1 | 0.9 | -1 | 1.5 | 10 | 0.0 | 3.5
Cc1ccccc1NC(=S)N/N=C/c1ccc(O)cc1O | -0.1 | 7 | -4 | -4 | 3.9 | 6.8 | 3 | 20* | -23 | 0.8 | 3.9
Cc1cc(NS(=O)(=O)c2ccc(NC(=S)NC(=O)c3ccncc3)cc2)no1 | -1.7 | 9 | 7 | 8 | -0.5 | -0.6 | -2 | -3.2 | -5 | 0.3 | -1.6
Clc1nc(CN2CCOCC2)nc2sc3c(c12)CCC3 | -1.8 | 4 | 1 | 3 | 2.6 | 0.6 | -1 | -0.7 | -7 | -0.3 | 0.5
O=C1NC(=O)C2C3OC(C(Br)C3Br)C12 (centres undefined) | -1.3 | -3 | 0 | 5 | 2.5 | -1.6 | -8 | 5.1 | 3 | -0.1 | -0.1
Cc1ccc(N2CC(C)Cn3c2nc2c3c(=O)[nH]c(=O)n2C)cc1C (centres undefined) | -0.6 | 5 | 3 | -4 | 0.0 | -2.3 | 0 | -0.1 | -1 | -0.1 | 0.0
O=C(CN1C(=O)C2CC=CCC2C1=O)Nc1ccc(Br)cc1 (centres undefined) | -0.7 | 1 | 1 | 2 | 1.2 | 1.1 | 0 | 0.9 | 3 | -0.3 | -0.4
CC1CCc2c(sc(NC(=O)C3CCCO3)c2C#N)C1 (centres undefined) | -1.2 | 1 | -6 | -1 | 2.2 | 6.3 | 14* | 20* | 0 | 2.9 | 1.1
CCOC(=O)CC1=CCc2c1ccc(OC)c2OC | -0.9 | -4 | 2 | 1 | -0.8 | 2.5 | 0 | 2.6 | -32 | 1.1 | 0.2
COc1ccc(C(C)(O)c2nc(-c3cccc(C(=O)O)c3)cs2)cc1 (centres undefined) | -1.1 | -2 | 4 | 5 | / | 1.3 | 2 | 6.5 | -12 | 0.9 | 1.9
COc1cccc(C(=O)N2CCN(c3ccc(N4CCOCC4)nn3)CC2)c1 | -0.6 | 15 | 1 | 2 | -0.2 | 3.3 | -1 | -1.4 | i | 1.0 | -0.8
COc1cc(C2C(C(=O)OC(C)C)=C(C)Nc3[nH]c(=O)[nH]c(=O)c32)ccc1O (centres undefined) | -0.5 | 2 | 7 | 3 | 0.7 | 1.2 | 0 | -1.3 | -5 | -0.1 | 0.2
C[C@@H]1COC(=O)[C@@H](Cc2ccc(F)cc2)C/C=C\C[C@@H](CC(=O)N[C@H](CO)Cc2ccccc2)C(=O)N1 | -1.7 | -2 | 5 | 1 | -0.5 | -1.7 | -1 | -0.3 | 4 | -0.2 | -1.4
Cc1nc(C)c(-c2ccccc2)c(=O)[nH]1 | -1.1 | 3 | 4 | 1 | -0.7 | 0.6 | 2 | 1.1 | -3 | -1.1 | 1.4
Cc1ccc(NC2=NC3(CCCCC3)N=C(N)N2)c(C)c1 | -0.5 | 0 | 0 | -4 | 0.7 | -0.8 | -3 | -0.7 | 2 | -0.9 | 1.1
O=C(C1CCC1)N1CCc2cc(S(=O)(=O)NC3CCCC3)ccc21 | -0.9 | 3 | -1 | -6 | 0.7 | 2.6 | -2 | -3.2 | 11 | 0.3 | -1.1
